Source: PubChem BioAssay
influenza NS1A: NS1A inhibition, H1N1 influenza, cell based functional assay (AID 504329). inhibition, % at 12.5 µM; hits with a dose series show IC50 in µM. NS1A functional cell-based assay, percent inhibition; higher % means a stronger effect. 340,000 compounds, 0.3% hits; in the data active means a potency from the dose series; inconclusive means inhibition above about 27% without an active follow-up result; further: strong numbers were not always called active
Salmonella PhoP GFP: PhoP regulon inhibitors, Salmonella typhi PhoP promoter GFP reporter, confirmatory (AID 1850); Salmonella Typhi PhoP-promoter GFP reporter, fluorescence, 4 h; higher % means a stronger effect; one-dose inhibition, % at 50 µM; IC50 in µM for titrated hits; 310,000 compounds, 0.33% hits; in the data active means a potency from the dose series; inconclusive means inhibition mostly from about 25% at the one dose, without a potency; inactive means the rest, 99 in 100 with inhibition below about 19%;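 further: 0% = induced wells with vehicle and 100% = uninduced wells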
VEEV TC-83 Vero: inhibitors of VEEV TC-83 cytopathic effect, confirmation, Vero cells (AID 588727); Vero cells, VEEV TC-83 cytopathic effect inhibition; higher % means a stronger effect; inhibition, % at 20 µM, or IC50 in µM where a hit was titrated; 350,000 compounds, 0.13% hits; in the data active means a potency from the dose series; inconclusive means inhibition mostly from about 14% at the one dose, without a potency; inactive means the rest, 99 in 100 with inhibition below about 12%; further: strong numbers were not always called active
M. tuberculosis HTS: M. tuberculosis growth inhibition, HTS (AID 449762); inhibition, % at 25 µM, or IC50 in µM where a hit was titrated; 330,000 compounds, 0.59% hits; M. tuberculosis H37Rv growth inhibition, 7H9 media; higher % means a stronger effect; in the data active means a potency from the dose series; inconclusive means inhibition above about 70% without an active follow-up result;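 further: bacterial growth assessed after seven days of incubation; strong numbers were not always called active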
M. tuberculosis: growth inhibition of non-replicating M. tuberculosis (AID 488890) | Mycobacterium tuberculosis non-replicating, growth inhibition; higher % means a stronger effect | inhibition, % at 25 µM, or IC50 in µM where a hit was titrated | 320,000 compounds, 0.39% hits; in the data active means a potency from the dose series; inconclusive means inhibition mostly from about 82% at the one dose, without a potency; inactive means the rest, 99 in 100 with inhibition below about 76%;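 further: plate controls were DMSO cells for no effect and high antibiotic wells for full effect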
VEEV TC-83 Vero 10K pilot screen: also measured in VEEV TC-83 Vero; calls as there; inhibition, %; measured here: 10K pilot screen inhibition
Starred values were filed as active, the others as inactive; i = inactive; ? = inconclusive; . = no result given. Rows were taken by chance (roughly 1.5% active in at least one column).

SMILES	influenza NS1A	Salmonella PhoP GFP	VEEV TC-83 Vero	M. tuberculosis HTS	M. tuberculosis	others
CN1C(C(=O)NCc2cccc(C(F)(F)F)c2)CC2Cn3c(nc4cc5ccccc5cc43)C21 (centres undefined)	-1%	-8%	0.3%	9%	3%
CCN1CCC(=NNC(=O)c2ccco2)CC1	2%	3%	0.3%	-1%	i
O=[N+]([O-])c1cccc(/C=C/c2nc3ccc([N+](=O)[O-])cc3[nH]2)c1	0%	0%	10%	9%	34%
c1ccn(-c2ccc(N3CCOCC3)cc2)c1	15%	3%	i	-3%	-6%
COC(=O)CN1C(=S)N(C)C(=O)C1CC(=O)Nc1ccccc1 (centres undefined)	9%	2%	i	-1%	0%	VEEV TC-83 Vero 10K pilot screen=0.4
CCOC(=O)N1CCN(C(=O)CN(C2CCCCC2)S(=O)(=O)c2ccc(F)cc2)CC1	-6%	-9%	1.2%	0%	3%
COc1ccc(NC(=O)CS(=O)c2ccccc2Cl)cc1 (centres undefined)	-12%	-10%	2.2%	-11%	-8%
CCS(=O)(=O)N1CCN(C(=O)c2cccc(OC)c2)CC1	3%	-7%	2.4%	11%	22%
CC(C(=O)NC1CCCc2ccccc21)N1CCN(c2ccc(F)cc2)CC1 (centres undefined)	-2%	0%	2.9%	0%	35%
Cc1cccc(NC(=O)CSc2nnc(CNC(=O)c3ccco3)o2)c1C	5%	2%	1.1%	4%	4%

The list goes on, starting with the last seven of the part before.
SMILES	influenza NS1A	Salmonella PhoP GFP	VEEV TC-83 Vero	M. tuberculosis HTS	M. tuberculosis	others
c1ccn(-c2ccc(N3CCOCC3)cc2)c1	15%	3%	i	-3%	-6%
COC(=O)CN1C(=S)N(C)C(=O)C1CC(=O)Nc1ccccc1 (centres undefined)	9%	2%	i	-1%	0%	VEEV TC-83 Vero 10K pilot screen=0.4
CCOC(=O)N1CCN(C(=O)CN(C2CCCCC2)S(=O)(=O)c2ccc(F)cc2)CC1	-6%	-9%	1.2%	0%	3%
COc1ccc(NC(=O)CS(=O)c2ccccc2Cl)cc1 (centres undefined)	-12%	-10%	2.2%	-11%	-8%
CCS(=O)(=O)N1CCN(C(=O)c2cccc(OC)c2)CC1	3%	-7%	2.4%	11%	22%
CC(C(=O)NC1CCCc2ccccc21)N1CCN(c2ccc(F)cc2)CC1 (centres undefined)	-2%	0%	2.9%	0%	35%
Cc1cccc(NC(=O)CSc2nnc(CNC(=O)c3ccco3)o2)c1C	5%	2%	1.1%	4%	4%
CC(=O)c1cccc(N(CC(=O)N2CCCC2)S(C)(=O)=O)c1	-1%	-10%	0.5%	-4%	-6%
CCCCC(=O)C1C(=O)NC(=O)NC1=O	-5%	-24%	1.8%	15%	16%
Cc1ccc(N(CC(=O)NCc2ccccc2)C(=O)CCC(=O)Nc2ccccn2)cc1	2%	0%	2.7%	8%	-14%
Cc1ccccc1-c1ccc(C(=O)Nc2cccc(F)c2)o1	-8%	-2%	0.5%	4%	47%
CC(=O)N1CCc2cc(S(=O)(=O)NCCN3CCC(C)CC3)ccc21	1%	5%	0.2%	-1%	-7%
CC(C)(C)P(=O)(CO)c1ccccc1 (centres undefined)	-3%	1%	i	-10%	0%
CN(C)c1nc(N)nc(CSc2nnnn2-c2ccc(F)cc2)n1	5%	-6%	2.5%	-2%	-1%	VEEV TC-83 Vero 10K pilot screen=0.3
COc1ccc(OCC(O)CNC(=O)c2ccccc2C(=O)O)cc1 (centres undefined)	2%	-6%	0.8%	-4%	8%
COc1ccc(N2C(=O)NC(NS(=O)(=O)c3ccc(NC(C)=O)cc3)(C(F)(F)F)C2=O)cc1 (centres undefined)	-1%	-2%	1.6%	-7%	3%
Cn1c(CNC(=O)c2ccco2)nnc1SCC(=O)N1c2ccccc2Sc2ccccc21	4%	19%	1.0%	-9%	28%
O=C(CNC(=O)COc1ccccc1)NCc1ccccc1F	-5%	-4%	0.4%	-3%	-9%
CCOc1cc(C(=O)CCC(=O)OCC(=O)Nc2ccc(C)c(S(=O)(=O)N(C)C)c2)ccc1O	1%	6%	i	2%	17%
CCOC(=O)CCSc1nnc(-c2cccnc2)n1-c1ccccc1OC	-9%	-9%	2.5%	-6%	-12%
COc1cc2[nH]c(=S)nc(NCc3cccnc3)c2cc1OC	-9%	-15%	i	0%	2%
CC(=O)N/C(=C\c1ccc(Cl)cc1)C(=O)O	.	-6%	i	-4%	5%
CCN1C(=O)C(CC(=O)Nc2ccc(OC)cc2)N(CCN2CCOCC2)C1=S (centres undefined)	-6%	5%	0.8%	0%	-13%
C=CCn1c(SC)nnc1-c1ccc2ncccc2c1	-20%	14%	1.1%	1%	-8%
Cc1cccc(N(C(=O)c2csnn2)C(C(=O)NC(C)(C)C)c2cccs2)c1 (centres undefined)	1%	-15%	i	2%	8%
COC(=O)c1cc(COC(=O)c2nc3nccc(C)n3n2)oc1C	-4%	7%	2.5%	-4%	-6%
Cc1c(Cl)cccc1NC(=O)CN1CCC(NC(=O)C2CCCCC2)CC1	-8%	1%	i	-7%	4%
CC(C)N(Cc1cn(C)nc1-c1cccc(Cl)c1)Cc1nccn1C	-20%	2%	0.4%	-7%	10%
CCn1nnnc1-c1ccc(OC)c(S(=O)(=O)NCCc2ccccc2)c1	-15%	2%	i	-4%	6%
Cc1ccccc1C(=O)NC(NC(=S)Nc1ccc(S(N)(=O)=O)cc1)C(Cl)(Cl)Cl (centres undefined)	6%	1%	0.4%	7%	4%
COCCn1nnnc1CN(CCc1ccccc1)Cc1cc2ccc(C)cc2[nH]c1=O	-8%	-4%	9.3%	4%	1%
CCCc1ccc(S(=O)(=O)N/N=C(/C)c2ccc3c(c2)OCO3)cc1	-5%	-3%	0.9%	-1%	5%
COCC(=O)Nc1ccc(Br)c(C)c1	3%	11%	2.1%	?	68%
CN(C)c1cccc(NC(=O)CCc2ccccc2)c1	0%	4%	0.4%	15%	14%
Cc1ccc(S(=O)(=O)NC(=O)Nc2nc(-c3ccc(F)c(F)c3)cs2)cc1	7%	0%	5.7%	?	79%
Cc1cc(C)nc(SCc2nnc(SCC(=O)Nc3nccs3)n2Cc2ccco2)n1	-1%	4%	1.9%	-14%	-4%	VEEV TC-83 Vero 10K pilot screen=3.0
O=C(c1cc([N+](=O)[O-])ccc1N1CCCCC1)N1CCc2ccccc21	5%	-7%	i	2%	.
Cc1ccc(N(CC(=O)NC2CCCCC2)C(=O)CNC(=O)c2ccco2)cc1C	8%	4%	0.3%	2%	1%
COc1ccc(C(=O)NC2CC2)cc1OC1CCN(C(C)CSC)CC1 (centres undefined)	7%	2%	i	-6%	-1%
Cc1[nH]c2ccccc2c1C=NNC(=O)c1cc(-c2cccnc2)nc2ccccc12	2%	.	8.2%	-1%	23%
Cc1nn(CC(=O)N2CC(=O)Nc3ccccc32)c(C)c1[N+](=O)[O-]	-16%	5%	i	3%	-3%
COc1ccc(CNC(=O)COC(=O)c2ccc(Br)cc2)cc1	-1%	-7%	0.1%	0%	45%
CCS(=O)(=O)N1Cc2ccccc2CC1C(=O)Nc1ccc(F)c(F)c1 (centres undefined)	-11%	-28%	0.4%	-7%	6%
Cc1nc2ccc([N+](=O)[O-])cc2c(=O)n1Cc1ccccc1Br	5%	-6%	2.7%	3%	30%
CCOc1cccc(=O)c2c(C)oc(C)c12	4%	-20%	i	-16%	-15%
O=C(CCN1C(=O)c2ccccc2C1=O)Nc1cccc(S(=O)(=O)N2CCCCC2)c1	8%	-3%	2.1%	-21%	-2%
O=c1[nH]c(=O)n(CCC2=CCCCC2)c(O)c1/C=N/Nc1ccccc1	1%	-12%	i	?	50%

The list goes on, overlapping the part above by five compounds.
SMILES	influenza NS1A	Salmonella PhoP GFP	VEEV TC-83 Vero	M. tuberculosis HTS	M. tuberculosis	others
CCS(=O)(=O)N1Cc2ccccc2CC1C(=O)Nc1ccc(F)c(F)c1 (centres undefined)	-11%	-28%	0.4%	-7%	6%
Cc1nc2ccc([N+](=O)[O-])cc2c(=O)n1Cc1ccccc1Br	5%	-6%	2.7%	3%	30%
CCOc1cccc(=O)c2c(C)oc(C)c12	4%	-20%	i	-16%	-15%
O=C(CCN1C(=O)c2ccccc2C1=O)Nc1cccc(S(=O)(=O)N2CCCCC2)c1	8%	-3%	2.1%	-21%	-2%
O=c1[nH]c(=O)n(CCC2=CCCCC2)c(O)c1/C=N/Nc1ccccc1	1%	-12%	i	?	50%
O=C(/C=C/c1ccc(Cl)c(Cl)c1)NCCCn1ccnc1	-6%	4%	0.6%	6%	39%
Cc1ccc2nc(Cl)nc(-c3ccccc3)c2c1	1%	-14%	0.3%	-7%	-3%
COc1cccc(NC(=O)N2C3CCCC2CC(NC(=O)C(C)(C)C)C3)c1 (centres undefined)	-5%	-5%	0.2%	-5%	6%
COc1ccccc1NC(=O)Cn1nnc(C(=O)NCc2cccs2)c1N	5%	-2%	i	2%	-4%
Cc1ccc(C)c(OCC(=O)Nc2nc3ccc([N+](=O)[O-])cc3s2)c1	7%	0%	0.5%	-2%	-2%
Cc1noc(C)c1C(=O)N1CCc2ccccc21	-12%	-5%	i	2%	-4%
CCCCCCNS(=O)(=O)c1ccccc1Br	-7%	-27%	i	1%	3%
O=C(Cc1cccs1)N1CCN(S(=O)(=O)c2ccc(Br)cc2)CC1	-11%	3%	0.1%	11%	-15%	VEEV TC-83 Vero 10K pilot screen=0.4
CCCCC1(Cc2ccc(OC)c([N+](=O)[O-])c2)C(=O)N(c2ccccc2)N(c2ccccc2)C1=O	15%	7%	i	-6%	-9%
O=C(CC(=O)c1ccccc1)Nc1ccc([N+](=O)[O-])cc1	-14%	.	2.0%	.	.
COc1nccnc1NS(=O)(=O)c1ccc(NC(=O)c2cccc(C)c2)cc1	-4%	5%	i	1%	2%
COc1ccc(NS(=O)(=O)c2ccc(N3CCCC3)c(NC(=S)Nc3ccc(SC(F)F)cc3)c2)cc1	2%	-7%	i	?	?
COc1ccc(C(C)=O)cc1COc1ccc([N+](=O)[O-])c(C)c1	-12%	3%	i	3%	-5%
COc1ccccc1NC(=O)COC(=O)c1cn(C)c2ccccc12	-2%	.	10%	2%	12%
COC(=O)c1cc(S(=O)(=O)Nc2cc(OC)cc(OC)c2)c[nH]1	-2%	6%	0.4%	0%	7%
O=C(CSc1nnc(CN2CCOCC2)n1-c1ccc(Cl)cc1)N1CCc2ccccc21	-3%	8%	1.1%	-2%	0%
COc1ccccc1O	-16%	9%	1.2%	4%	-12%
COc1cccc(NC(=O)[C@H](CC(C)C)NC(=O)[C@@H]2Cc3ccccc3CN2)c1	13%	-48%	0.3%	12%	10%
